Pf growth 48h: P. falciparum growth inhibition at 48 hours (one generation); P. falciparum luciferase growth in erythrocytes, 48 h; Potency, µM (top dose mostly 28.7 µM), without a hit: at the top dose activity change, negative = inhibition, hits mostly inhibitors; 5.9% of 310,000 active; also: potency is read from the fitted curve at half-maximal effect; % is scaled to controls: 0 for no effect and ±100 for the full control effect
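Here the parasites carry a stable luciferase gene and grow inside erythrocytes in Albumax-based RPMI medium with compound for one erythrocytic cycle. Activity is scored as loss of luminescent signal.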
HCV inh: blocks hepatitis C virus; Huh7.5.1 HCVcc-Cre infection, luciferase reporter, 44 h; Potency, µM (highest dose often 41.8 µM), for the others: at the highest dose activity change, negative = inhibition, hits mostly inhibitors; 3.4% of 340,000 active; AID 651820; also: potency is read from the fitted curve at half-maximal effect; % is scaled to controls: 0 for no effect and ±100 for the full control effect
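After 44 h co-culture of compound, cells and HCVcc-Cre (~0.5 moi), substrate is added for 15 min at room temperature and luciferase measured over 15 sec. Cells were seeded at 1,000/well and pre-cultured 4 h.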
FBPA Giardia inh: inhibitors of Giardia lamblia fructose-1,6-bisphosphate aldolase. A8B2U2. purified Giardia FBPA. Potency, µM (doses to about 59.6 µM), inactives show top-dose activity, negative = inhibition, usual class: inhibitors. 0.71% of 290,000 active; also: potency is read from the fitted curve at half-maximal effect; % is scaled to controls: 0 for no effect and ±100 for the full control effect; nearly all actives have a fitted effect of over 55% in size
Target sequence (A8B2U2 whole entry, looked up): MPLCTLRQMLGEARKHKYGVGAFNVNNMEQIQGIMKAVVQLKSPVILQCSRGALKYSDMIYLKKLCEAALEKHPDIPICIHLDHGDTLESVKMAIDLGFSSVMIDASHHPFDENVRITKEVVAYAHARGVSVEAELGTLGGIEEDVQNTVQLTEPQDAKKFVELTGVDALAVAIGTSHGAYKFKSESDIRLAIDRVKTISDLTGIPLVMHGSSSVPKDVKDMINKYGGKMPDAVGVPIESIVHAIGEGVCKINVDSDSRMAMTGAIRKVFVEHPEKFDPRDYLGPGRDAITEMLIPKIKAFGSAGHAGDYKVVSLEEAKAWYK
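40 nM FBPA preincubated 10 min at RT with compound (up to 57.5 uM final), then substrate plus GAPDH/TPI/NAD/arsenate coupling and diaphorase/resazurin added. Fluorescence read after 20 min at RT, 525/598 nm.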
Shiga inhibitor: Shiga toxin inhibition; Vero cells, Shiga toxin protein synthesis inhibition reporter; inhibition, % at 38.7 µM; 9.2% of 290,000 active; AID 2315; in the data active = inhibition mostly above about 28%, no sharp cut-off; inactive = mostly below about 43%; also: 0% is about no effect
Pf growth 96h: P. falciparum growth inhibition at 96 hours. P. falciparum luciferase reporter growth, 96 h. Potency, µM (doses to about 28.7 µM), without a hit: at the top dose activity change, negative = inhibition, actives largely listed as inhibitors. 6.9% of 320,000 active. AID 504834; also: potency is read from the fitted curve at half-maximal effect; % is scaled to controls: 0 for no effect and ±100 for the full control effect
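Two parasite generations (96 h, 37 C, 5% CO2) of compound exposure in infected erythrocytes (0.05% parasitemia, 2% hematocrit). Luciferase-reporter P. falciparum; decreased luminescence indicates inhibited growth, aimed at apicoplast-acting delayed death.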
Cycloheximide cs: counter-screen hit for Shiga toxin inhibitors, cycloheximide; max response, %; cell reporter, cycloheximide protein synthesis inhibition counterscreen; AID 2314; 12% of 300,000 active; in the data active = max response mostly above about 13%, no sharp cut-off; inactive = mostly below about 14%; also: read at 38.3 µM for the half of the compounds with a filed dose; 0% is about no effect
An asterisk follows results filed as active; i = inactive; u = inconclusive; x = not tested or not shown; [ ] = remark or other dose. Unless noted, calls follow the shape of the dose curve; as a rule, active = well fitted curve in the direction sought with a large enough effect; inconclusive = small, poorly fitted or top-dose-only effect, or another doubt; inactive = no such curve, though single readings can be large; an effect the other way counts as inactive or inconclusive.

SMILES	Pf growth 48h	HCV inh	FBPA Giardia inh	Shiga inhibitor	Pf growth 96h	Cycloheximide cs
Cc1cccc(OCc2nnc(SCc3cc(=O)[nH]c4ccccc34)n2-c2ccccc2)c1	u	-13%	6%	-3	16%	-2
O=C(NNC(=O)c1ccccc1F)c1cccc(-n2cccc2)c1	25%	-6%	x	x	70%[activator]	x
Cc1noc(C)c1CSCC(=O)Nc1cc(S(C)(=O)=O)ccc1Cl	3%	5%	x	x	2%	x
CS(=O)(=O)N1CCN(c2ccc(NC(=O)CSc3ccc(Cl)cc3)cc2)CC1	x	9%	0%	-10	7%	-4
COc1cccc(C(C(=O)NCC2CCCO2)N(CC2CCCO2)C(=O)CN2C(=O)c3ccccc3S2(=O)=O)c1 (configuration not stated)	0%	7%	1%	12	u	-2
COc1ccccc1C(=O)C1Nc2ccccc2-c2nnc(SC)nc2O1 (configuration not stated)	5%	13%	4%	13	u	1
Cc1cc(C)c(NC(=O)c2ccc(CN3CCc4ccccc4C3)cc2)c(C)c1	x	8.9µM*	-21%	-4	7.4µM*	7
Nc1nc(SCc2ccc(Cl)c(Cl)c2)n[nH]1	-13%	-12%	-11%	54	u	8
O=C(Nc1cccc(-n2cccn2)c1)C1CCCN(Cc2cccc(F)c2F)C1 (configuration not stated)	-8%	u	x	1	11%	-1
CC1C(c2ccccc2)N(C)CCC12NC(=O)NC2=O (configuration not stated)	9%	1%	2%	-11	5%	-2
COc1ccc2nc(-c3ccccc3)nc(SCC(=O)NCC3CCCO3)c2c1 (configuration not stated)	u	3%	11%	-3	66%[activator]	-1
CSc1ccccc1NC(=O)COC(=O)c1ccccc1O	-7%	4%	2%	6	6%	7
Cc1cccc(NC(=S)NC2CC3C=CC2C3)c1 (configuration not stated)	0%	-2%	-2%	35	u	3
CC(=O)c1sc(NC(=O)C2CC(=O)N(Cc3ccco3)C2)nc1-c1ccccc1 (configuration not stated)	u	1%	x	x	-1%	x
COC(=O)COc1ccc(S(=O)(=O)Nc2ccccc2C(=O)OC)cc1	24%	1%	-1%	-7	x	-4
COc1ccccc1N(CC(O)CN1C(C)CCCC1C)S(=O)(=O)c1ccccc1 (configuration not stated)	-4%	8%	8%	-8	-2%	-4
COc1ccc(C(CC(=O)c2ccccc2)C2CCCCC2=O)cc1 (configuration not stated)	-9%	-5%	3%	-9	x	13
O=C1CN(S(=O)(=O)c2ccc(Cl)cc2)CC(=O)N1CCc1ccccc1	x	17%	0%	-6	-20%	-2
COc1ccc(Cl)cc1CN1CCN(c2nc(C)cc(C)c2C#N)CC1	u	-22%	5%	-1	u	-2
COC(=O)[C@H]1CC=C[C@H]2CCN(Cc3ccc(Cl)c(Cl)c3)C(=O)[C@@H]12	x	x	-9%[89.2 µM]	i	x	-4
Cc1cccn2c(=O)c3cc(C(N)=S)c(=N)n(CCCN4CCOCC4)c3nc12	u	u	u	8	u	0
Cc1cc(C)cc(C(=O)NCCC(=O)NCc2cc(=O)n(C)c(=O)n2C)c1	9%	6%	5%	-4	25%	-3
CC(C)NS(=O)(=O)c1ccc(CCC(=O)N2CCCCC2)cc1	0%	3%	1%	5	-3%	-2
O=S(=O)(c1cccc(-c2nc3n(n2)Cc2ccccc2-3)c1)N1CCCC1	x	u	-9%	2	99%[activator]	-2
Fc1ccc(COc2ccc(Cl)cc2/C=N/Nc2nc(N3CCCC3)nc(N3CCCC3)n2)cc1	-8%	u	2%	19	14%	-3
CCCCCN(C(=O)CCC(=O)OCC(=O)c1cccc(OC)c1)c1c(N)n(CCCC)c(=O)[nH]c1=O	0%	5%	x	-5	0%	4
Cc1ccc(-c2cc(C(=O)NCCc3ccccn3)c3ccccc3n2)c(C)c1	u	u	0%	-11	u	1
COc1ccc(N2CCN(C(=O)c3ccc(CS(=O)(=O)c4ccc(Br)cc4)o3)CC2)cc1	u	15%	x	13	u	-1
CCCOc1ccc(-c2nc(-c3ccc([N+](=O)[O-])cc3)cs2)cc1	81%[activator]	-19%	-3%	2	62%[activator]	-1
Cc1csc(=O)n1CC(=O)OC(C)C(=O)Nc1ccc(F)c(F)c1F (configuration not stated)	21%	-2%	x	x	57%[activator]	x
CCCCNC(=O)c1cc2c(=O)n3cccc(C)c3nc2n1C	-2%	-11%	3%	8	152%[activator]	1
COc1ccccc1/C=C/c1onc(C)c1S(=O)(=O)N1CCC(C(=O)NC(C)C)CC1	u	-8%	-2%	-3	u	-3
COc1cc2c(cc1OC)C(COc1ccc(F)cc1)N(C(=O)c1ccco1)CC2 (configuration not stated)	12µM*	2%	12%	17	u	13
CCn1cc(C(=O)NCCCOC)c2cc(OC)c(OC)cc2c1=O	16%	-9%	-17%	-7	-4%	-2
Cc1ccc(C(C)C)cc1OCC(=O)Nc1ccccc1N1CCCC1	3%	u	x	39	u	-1
CC(C)CNC(=O)c1cccc(NC(=O)Cc2ccc(Br)cc2)c1	-8%	-29%	5%	-7	u	-4

Another view of part of the listing above:
| SMILES | Pf growth 48h | HCV inh | FBPA Giardia inh | Shiga inhibitor | Pf growth 96h | Cycloheximide cs |
| --- | --- | --- | --- | --- | --- | --- |
| Fc1ccc(COc2ccc(Cl)cc2/C=N/Nc2nc(N3CCCC3)nc(N3CCCC3)n2)cc1 | -8% | u | 2% | 19 | 14% | -3 |
| COc1cc2c(cc1OC)C(COc1ccc(F)cc1)N(C(=O)c1ccco1)CC2 (configuration not stated) | 12µM* | 2% | 12% | 17 | u | 13 |
| Cc1ccc(-c2cc(C(=O)NCCc3ccccn3)c3ccccc3n2)c(C)c1 | u | u | 0% | -11 | u | 1 |

(list continues)
SMILES	Pf growth 48h	HCV inh	FBPA Giardia inh	Shiga inhibitor	Pf growth 96h	Cycloheximide cs
COc1cc(/C=N/n2cnnc2)ccc1OC(=O)c1cccnc1	u	14%	5%	-6	8%	-2
Cc1ccn(C(C)CC(=O)N2CCc3ccccc32)n1 (configuration not stated)	-2%	0%	3%	-4	67%[activator]	17
NC(=O)CC(NC(=O)Cc1ccc(Cl)cc1)c1ccc(NC2CCN(Cc3ccccc3)CC2)c([N+](=O)[O-])c1 (configuration not stated)	u	19%	7%	5	22%	5
COc1cc(/C=C2\C(=N)N3N=C(S(C)(=O)=O)SC3=NC2=O)ccc1OC(=O)c1cccs1	u	-24%	6%	11	25%	11
COc1ccc(C2C(C(=O)c3cccs3)=C(O)C(=O)N2c2cccc(C)n2)cc1OC (configuration not stated)	6%	8%	-23%	32*	21%	19*
CS(=O)(=O)c1ccc(Cl)c(C(=O)Nc2ccc3nc(N4CCOCC4)sc3c2)c1	u	-26%	x	x	u	x
CCCC1C2C(=O)N(c3ccccc3)C(=O)C2ON1c1ccccc1 (configuration not stated)	x	2%	7%	4	62%[activator]	-1
Cc1ccc(CCN2CC(C(=O)NC3CCCC3)CC2=O)cc1 (configuration not stated)	26%	14%	5%	-3	-2%	-2
CCN(CC)C(=O)c1cn(-c2cccc(OC)c2)c(=O)c2ccccc12	-7%	4%	0%	-12	u	-1
O=c1oc(CCCO)cc2ccc(/C=C/c3cccc([N+](=O)[O-])c3)cc12	95%[activator]	-20%	x	x	21%	x
O=C(CSc1nnc(-c2ccccc2F)o1)N1CCCC1	40%[activator]	4%	-4%	86*	-7%	26*
O=C(c1ccc2nc(N3CCOCC3)sc2c1)N1CCN(C(=O)c2ccco2)CC1	x	-12%	-3%	-6	92%[activator]	-3
Cc1cccc(CCN2C(N(C)C)=NC[C@@H]2C)c1	2%	13%	x	x	49%[activator]	x
Cc1ccc(S(=O)(=O)N2CCCOC2CNC(=O)C(=O)NCc2ccncc2)cc1 (configuration not stated)	-5%	24%	1%	7	-11%	-3
O=C(Nc1nc(-c2ccc(Cl)cc2Cl)cs1)c1ccc(OCC2CCCO2)cc1 (configuration not stated)	-21%	8.9µM*	-10%	-2	u	-3
Oc1c(CN2CCN(c3ccccc3)CC2)cc(Br)c2cccnc12	1.9µM*	u	-23%	17	u	-2
O=C(Nc1c(F)cccc1F)c1cnc(N2CCN(c3ccccn3)CC2)c2ccccc12	u	13µM*	-7%	-22	u	-7
O=C(O)c1cc(C(=O)C2CC2)c[nH]1	u	3%	3%	-7	1%	-2
O=C1NCCCC1C(=O)NCCN1C(=O)CCC1=O (configuration not stated)	10%	25%	2%	-5	6%	-2
Cc1c(NC(=O)COC(=O)c2ccccc2Cl)c(=O)n(-c2ccccc2)n1C	-6%	11%	3%	2	18%	1
COc1cc(/C=C(/NC(=O)c2ccccc2Cl)C(=O)O)cc(OC)c1OC	22%	24%	-2%	-18	17%	-2
O=C(NNC(=O)c1ccccc1[N+](=O)[O-])c1ccco1	70%[activator]	3%	0%	13	0%	11
COc1ccccc1C(=O)NCC(=O)OCC(=O)c1ccc2c(c1)-c1ccccc1C2	1%	11%	3%	-4	28%	7
Clc1cccc(Nc2nc(-c3cccnc3)cs2)c1	u	2.8µM*	-13%	91*	36%[activator]	40*
CCOC(=O)c1ccccc1NC(=O)COC(=O)CCC1CCCC1	-15%	18%	x	x	-2%	x
CN(CC(=O)N1CCN(Cc2ccccc2)CC1)S(=O)(=O)c1cccc2nsnc12	-2%	-13%	3%	7	4.1µM*	-6
CC(C)N1C(=O)CC2(CC[N+](C)(CCOC(=O)C(O)(c3ccccc3)c3ccccc3)CC2)C1=O (configuration not stated)	14%	22%	-9%	-14	12%[5.75 µM]	8
Cc1cc(=O)oc2c(CN3CCC(C)CC3)c(O)c(Cl)cc12	-2%	11%	-20%	-20	u	3
NS(=O)(=O)c1ccc(CCNC(=O)COC(=O)CC(c2ccccc2)c2ccccc2)cc1	-13%	-8%	-8%	16	-37%[1.15 µM]	-6
CCCCN1/C(=C/c2ccc3ccccc3[n+]2CC)Sc2ccccc21	2.9µM*	8.9µM*	3%	-9	24%	-2
O=[N+]([O-])c1cccc(-c2cn(-c3ccccc3)c(=S)[nH]2)c1	u	-15%	3%	20	-6%	6
CCC(=O)N(CCC(c1ccccc1)c1ccco1)Cc1cccs1 (configuration not stated)	u	u	7%	-3	u	1
O=C(COC(=O)c1cccc(O)c1)Nc1nnc(-c2ccccc2)o1	-12%	10%	x	x	0%	x
COc1cccc(C(=O)CSc2nc3ccccc3n2CC(=O)N2CCOCC2)c1	0%	x	1%	24	u	-1
COc1ccc(-n2c(=O)cc(N3CCc4ccccc43)[nH]c2=O)cc1	16%	30%[activator]	0%	-3	u	-1
Cc1nc2c(C(=O)NCc3ccc4c(c3)OCO4)cnn2c(C)c1Cc1ccc(F)cc1Cl	u	-9%	-2%	-15	13µM*	-2
C/C(=N\N1C(=O)CSC1=S)c1ccc(Br)cc1	u	19%	16µM*	-3	-1%	4
O=C(COC(=O)COc1cccc(C(F)(F)F)c1)NC1CCS(=O)(=O)C1 (configuration not stated)	-10%	1%	x	x	14%	x
CCOC(=O)C1CSC(CC(=O)Nc2ccc(OC(F)(F)F)cc2)C(=O)N1 (configuration not stated)	-16%	5%	9%	-8	u	3
CCOC(=O)c1c(CN(C)C)n(C)c2c(O)c(N=NC(N)=O)c3ccc(Br)cc3c12	0.41µM*	u	-30%	22	4%	-1

Arranged by length of the SMILES (low to high): four of the compounds above.
SMILES	Pf growth 48h	HCV inh	FBPA Giardia inh	Shiga inhibitor	Pf growth 96h	Cycloheximide cs
COc1ccc(-n2c(=O)cc(N3CCc4ccccc43)[nH]c2=O)cc1	16%	30%[activator]	0%	-3	u	-1
O=[N+]([O-])c1cccc(-c2cn(-c3ccccc3)c(=S)[nH]2)c1	u	-15%	3%	20	-6%	6
CCOC(=O)c1c(CN(C)C)n(C)c2c(O)c(N=NC(N)=O)c3ccc(Br)cc3c12	0.41µM*	u	-30%	22	4%	-1
COc1ccc(N2CCN(C(=O)c3ccc(CS(=O)(=O)c4ccc(Br)cc4)o3)CC2)cc1	u	15%	x	13	u	-1

Compound activity (PubChem)

Compounds as they come; any-hit rate near 24%.
